Bioassay records from PubChem.
mcGAS RapidFire = blocks mouse cGAS cGAMP production. Q8C6L5. recombinant mouse cGAS, cGAMP by RapidFire MS. inhibition, % at 12.5 µM. 0.18% of 130,000 active. AID 1259397;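 active = inhibition of cGAS enzyme activity at or above 60%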;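 note: enzyme stimulated by 45 bp dsDNA with ATP and GTP substrates; cGAMP share of summed cGAMP plus half ATP and half GTP signals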
Target sequence (Q8C6L5 whole entry, looked up): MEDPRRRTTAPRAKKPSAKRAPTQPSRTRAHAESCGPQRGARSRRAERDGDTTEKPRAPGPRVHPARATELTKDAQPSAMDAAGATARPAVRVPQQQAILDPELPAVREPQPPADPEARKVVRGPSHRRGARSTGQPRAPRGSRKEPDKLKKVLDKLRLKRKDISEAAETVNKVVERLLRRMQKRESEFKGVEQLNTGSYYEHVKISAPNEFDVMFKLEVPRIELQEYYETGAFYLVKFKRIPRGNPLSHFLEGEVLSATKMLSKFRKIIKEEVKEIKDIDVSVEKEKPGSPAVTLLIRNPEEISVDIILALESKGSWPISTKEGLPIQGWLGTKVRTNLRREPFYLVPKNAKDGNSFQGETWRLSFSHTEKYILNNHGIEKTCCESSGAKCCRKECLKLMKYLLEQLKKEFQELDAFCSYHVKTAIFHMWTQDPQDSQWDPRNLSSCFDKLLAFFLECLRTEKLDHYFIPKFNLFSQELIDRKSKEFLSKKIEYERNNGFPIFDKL
An asterisk follows results filed as active; & = joins results of further samples.

mcGAS RapidFire	Structure
-31.0	CN1CC2(CCCN(C(=O)CCn3cnnc3)CC2)OC1=O (centres undefined)
13.5	O=C(CSCCO)Nc1nccs1
6.9	COCCNC(=O)N(C)CC1CCC(C)CC1 (centres undefined)
-4.6	CC(C)C1=C(CNC(=O)Cn2c(=O)n(C)c3ccccc32)CCCO1
-26.0	C=C1c2ccccc2C(=O)N1CC(=O)OC(C)C(=O)NC(=O)NCC (centres undefined)
-9.1	CCCCOc1cccc(-c2nnc(CCC(=O)N3CCN(C(=O)OCC)CC3)c(=O)[nH]2)c1
-8.7	Cc1nn(CC(=O)NCCC(C)C)c(C)c1S(=O)(=O)N(C)C
-10.9	CCOc1ccccc1CN1CCN(Cc2cccc(C(C)=O)c2)CC1CCO (centres undefined)
-2.9	O=C(c1cccc(OC(F)F)c1)N1CCOC(COCc2c(Cl)cccc2Cl)C1 (centres undefined)
-13.0	CC(=NOCC(=O)O)c1ccc(Br)s1
2.2	Cc1cc2nc(-c3ccccc3)c(=O)n(C)c2cc1C
-2.6	Cc1cc(C)cc(Oc2cc(-n3nc(C)cc3C)ncn2)c1
-6.4	CNS(=O)(=O)c1ccc(Cl)cc1Cl
-5.8	Cc1ccn2c3c(nc2c1)CNC(=O)CC3c1ccc(Cn2cccn2)cc1 (centres undefined)
-2.0	O=C(c1nn[nH]n1)c1c(O)c2ccccc2n(-c2ccccc2)c1=O
-1.8	COc1ccc(C2=Nc3nnnn3C(c3cccc(OC)c3OC)C2)cc1 (centres undefined)
1.7	Cc1cc(C)c(S(=O)(=O)NCCCn2nc(-c3cccs3)ccc2=O)cc1C
4.6	O=C(O)c1cccc(NS(=O)(=O)C2=Cc3ccccc3CC2)c1
-15.5	Cc1ccc2nc(CN(C)Cc3ccccc3C(=O)O)[nH]c2c1
-16.6	O=C(NCc1cccc(S(=O)(=O)NCc2cccc(F)c2)c1)C1CCC1
-4.1	CC(=O)NC[C@H]1CN(c2ccc(N3CCOCC3)c(F)c2)C(=O)O1
-16.2	CC(C)c1nccn1CCCNC(=O)c1ccc(-c2cc3ccccc3o2)nc1
-5.2	CC(C)NC(=O)C1=CN2CCNC(=O)N=C2O1
2.1	Cc1cc(S(=O)(=O)NCCC(=O)O)cc(C)c1Cl
8.5	CCOC(=O)c1c[nH]c2c(F)cccc2c1=O
-8.9	CC(Oc1ccccc1-c1cccc2cnccc12)C(N)=O (centres undefined)
-6.9	O=C(NCC1(O)CCNC1)c1cnc(Nc2ccccc2)nc1 (centres undefined)
0.5	O=C(CSc1nnc(C2(c3ccc(Cl)cc3)CCC2)o1)Nc1nc(-c2ccccc2)cs1
-17.5	CCC(=O)Nc1ccc(NC(=O)CC2CN(C(C)C)CCO2)cc1Cl (centres undefined)
-10.2	CCOCCn1c(=O)c2c(nc3n(-c4ccc(OCC)cc4)c(C)cn23)n(C)c1=O
30.2	CN(CC(=O)Nc1cccnc1Cl)c1ccc2ccccc2c1
-9.4	CCN(Cc1nc(COC)no1)C(=O)Cc1cccnc1
-12.4	O=C(O)Cc1cc(C(F)(F)F)on1
-21.3	CC(C)C1CN(C(=O)CN2C(=O)CNC2=O)CCC(=O)N1CC1CC1 (centres undefined)
-6.3	Cc1ccc(-c2ccnc(NCCSc3nnnn3C)n2)c(C)n1
-4.9	Cc1cccc(N=Nc2c(O)[nH]c3ccc(F)cc23)c1
-0.8	CCCNC(=O)CNC(=O)c1cc2c(s1)-c1ccccc1OC2
-4.9	CNc1ncccc1CN(Cc1ccc(F)cc1)CC1CCCO1 (centres undefined)
0.1	CCCc1cc(=O)n2[nH]c(COC)c(-c3ccc(Cl)cc3)c2n1
-2.0	CCCCCNC(=O)c1c(-c2ccccc2)noc1C
-5.2	Cc1ccc(-n2ncc3c(=O)n(NC(=O)c4ccccc4)cnc32)cc1C
5.5	Cc1ccc(-c2csc3ncnc(N4CC(C(N)=O)CCC4C)c23)cc1 (centres undefined)
-11.7	c1ccc(Oc2nc(NC3CCCCC3)c3[nH]cnc3n2)cc1
-1.9	CC(Cc1cccs1)NC(=O)C(C)n1cncn1 (centres undefined)
-15.9	O=C(CSc1ncnc2sccc12)NC1CCS(=O)(=O)C1 (centres undefined)
-0.3	COc1ccc(OC)c(CNC(=O)c2ccc3c(c2)OCCCO3)c1
-20.4	CCCn1cc(CNC(=O)c2ccccc2C2CCNC2)cn1 (centres undefined)
-13.9	O=C(c1ccc(Cl)c(Cl)c1)C1CCN(C(=O)c2ccnc(NC3CC3)c2)CC1
3.4	O=C(Cn1c(=O)n(C2=CCCCC2)c2ccccc21)N1CCOCC1
0.5	CC(NS(=O)(=O)c1cccc(C#N)c1)c1cccs1 (centres undefined)

(next part)
mcGAS RapidFire	Structure
-2.8	CC(C)(C)c1cc2nc(-c3ccccc3Cl)cc(C(=O)O)n2n1
-14.0	O=C(NC1CCCC1)N1CCN(S(=O)(=O)c2cc(Cl)ccc2Cl)CC1
-4.0	O=C(NCC1CCCCN1)c1cc(OCC(F)(F)F)ccc1OCC(F)(F)F (centres undefined)
-9.8	CCOC(=O)C1(Cc2ccccc2)CCN(Cc2c[nH]c3ccccc23)CC1
1.6	CCc1c(C(=O)OC)nnc2cc(C)nn12
-2.9	CN1CCN(NS(=O)(=O)c2ccc3ccccc3c2)CC1
2.1	Cc1cc(CNC(=O)CSc2ccccc2F)cc(C)c1O
-4.9	CCC1CN(CCn2cccn2)CCN1CCOC1CCCCC1C (centres undefined)
-6.9	CCCCOc1ccc(S(=O)(=O)n2nc(C)c(S(=O)(=O)N3CCCC3)c2C)cc1
-8.6&-2.4	CCc1nnsc1C(=O)NC(c1cccs1)C(C)(C)C (centres undefined)
-48.2	Cc1cc(C(=O)NC(C)c2cc(F)c(Cl)cc2Cl)no1 (centres undefined)
18.3	CCOc1ccc(/C=C(/C(N)=O)c2nnc3n2CCCCC3)c(O)c1
-2.1	CCCCn1c(=O)c2c(nc3n2CCCN3c2ccc(OC)cc2)n(C)c1=O
1.4	COCCN(CCOC)C(=O)Cn1cnc2scc(-c3ccccc3)c2c1=O
-7.3	NC(=O)C1CCCCN1Cn1c(=O)oc2ccccc21 (centres undefined)
1.7	Cc1ccc(C)c(C(C)Nc2ncccc2S(N)(=O)=O)c1 (centres undefined)
-2.6	CN(C)c1ccc(CNc2cccc(F)c2C#N)cc1
3.6	C=CCNC(=O)c1cc2ccc(F)cc2s1
-9.4	CC(=O)OCN=CC1=C(O)c2ccccc2C1=O
-3.3&3.5	CCOC(=O)C1(CCOC)CCN(Cc2ccnc3ccccc23)CC1
-6.0	COc1c(Br)cc(Cl)cc1S(=O)(=O)N1CCN(C(=O)C2CC2)CC1
-35.4	Cc1ccc(NC(=O)c2cn(C)c3c(=O)n(-c4ccc(C)cc4)c(=O)[nH]c23)cc1
-3.6	OCC1CCCN1c1cc(NCC2COCCO2)ncn1 (centres undefined)
-13.6	O=C1OC(c2cccc(Br)c2)=NC1=Cc1ccc2ccccc2c1
8.3	NC(=O)c1ccc(NC(=O)CCCc2ccc(Br)s2)cc1

In the list so far, 12 have a Cl atom.
mcGAS RapidFire	Structure
-2.9	O=C(c1cccc(OC(F)F)c1)N1CCOC(COCc2c(Cl)cccc2Cl)C1 (centres undefined)
-6.4	CNS(=O)(=O)c1ccc(Cl)cc1Cl
2.1	Cc1cc(S(=O)(=O)NCCC(=O)O)cc(C)c1Cl
0.5	O=C(CSc1nnc(C2(c3ccc(Cl)cc3)CCC2)o1)Nc1nc(-c2ccccc2)cs1
-17.5	CCC(=O)Nc1ccc(NC(=O)CC2CN(C(C)C)CCO2)cc1Cl (centres undefined)
30.2	CN(CC(=O)Nc1cccnc1Cl)c1ccc2ccccc2c1
0.1	CCCc1cc(=O)n2[nH]c(COC)c(-c3ccc(Cl)cc3)c2n1
-13.9	O=C(c1ccc(Cl)c(Cl)c1)C1CCN(C(=O)c2ccnc(NC3CC3)c2)CC1
-2.8	CC(C)(C)c1cc2nc(-c3ccccc3Cl)cc(C(=O)O)n2n1
-14.0	O=C(NC1CCCC1)N1CCN(S(=O)(=O)c2cc(Cl)ccc2Cl)CC1
-48.2	Cc1cc(C(=O)NC(C)c2cc(F)c(Cl)cc2Cl)no1 (centres undefined)
-6.0	COc1c(Br)cc(Cl)cc1S(=O)(=O)N1CCN(C(=O)C2CC2)CC1

Continuation.
mcGAS RapidFire	Structure
-4.5	O=C(CCN1C(=O)CCC1=O)Nc1cccc2ccccc12
-1.9	CC(C)c1cc(=O)[nH]c(-n2nc(-c3cccs3)cc2NC(=O)COc2ccccc2F)n1
8.6	CN(C)CCNC(=O)Cn1nc(C(F)F)cc1C1CC1
46.1	Cc1cc(O)cc(O)c1C(=O)O
-7.2	CCOc1cn(C)c(C(=O)Nc2ccccc2CC)cc1=O
1.8	N#C/C(=C/c1ccc(F)cc1F)S(=O)(=O)c1ccc(Br)cc1
-8.6	CCOc1ccc([C@H]2C3=C(C[C@H](c4cccs4)CC3=O)N=C3NNC(=O)C32)cc1 (some centres undefined)
-4.6	COc1ccc(OC)c(-n2c(C)c(C)n3c4c(=O)n(C(C)C(C)=O)c(=O)n(C)c4nc23)c1 (centres undefined)
-1.8	CCCCc1ccc(NC(=O)COc2cc(=O)n(-c3ccccc3)nc2C(=O)OCC)cc1
-7.6	O=C1NCCN2CCN(C(=O)Nc3ccc(F)c(C(F)(F)F)c3)CC12 (centres undefined)
-10.0	CC(C)(C)n1ncc2c(=O)n(NC(=O)C3(c4ccc(Cl)cc4)CCCC3)cnc21
2.8	Cc1c(Cn2cnc(C#N)n2)noc1-c1ccc(F)cc1
1.8	CCCCN1c2ccccc2N(CCCC)S1(=O)=O
-7.1	O=C1OCN2c3ccccc3C34OC12c1ccccc1N3COC4=O
-2.2	COc1ccc(N2CCN(C(C)C(=O)N(C)c3ccccc3)CC2)cc1 (centres undefined)
-8.5	COC1=C(Cl)C(=O)N(c2c(C)cccc2C)C1=O
-16.1	CCCc1nc(C)c(CNC(=O)CC(=O)Nc2ccccc2C)s1
-11.0	CCn1ccc2cc(-c3c(-c4ccccc4)ncn3CCC(N)=O)ccc21
-4.4	Cc1sc2[nH]c(=S)[nH]c(=O)c2c1C
-3.2	C=CCn1c(C)nn(CN2CCc3cc(OC)c(OC)cc3C2c2ccccc2)c1=S (centres undefined)
-6.6	Clc1ccc(C2=Nn3c(nnc3-c3cccnc3)SC2)s1
-7.0	Cc1cc2occ(CC(=O)N3CCC(O)(CN(C)C)C3)c2cc1Cl (centres undefined)
-0.1	CCCNC(=O)c1nnc2n1CCN(C(=O)C1CCCCC1)C2
-6.0	COc1cccc(-c2cc(C(=O)N(CCC(=O)NCCC3CCCN3C)CC(C)C)no2)c1 (centres undefined)
-3.6&-0.6&4.4	CCCN(CCC)S(=O)(=O)c1ccc(C(=O)O)cc1
-14.6	Cc1c(C(=O)NCc2cccnc2N(C)C)n(C)c2c(C)cccc12
6.4	CCOc1ccc(NC(=O)CSc2nc(-c3ccccc3)nc3c2c(=O)n(C)c(=O)n3C)cc1
-6.8	Cc1nnc(NC(=O)C=Cc2ccc(OC(F)F)cc2)s1
-2.8	CCOC1=CC(=O)N(c2ccc(C)cc2)C1
1.9	Cc1ccc(-c2cc(C(=O)O)c3c(C)nn(C4CCS(=O)(=O)C4)c3n2)cc1 (centres undefined)
-17.9	CN(C)CCNC(=O)c1cc2n(n1)CCCN(c1ncccn1)C2
-7.6	O=C(CCC1CCN(C(=O)C2CC23CCCCC3)CC1)NCc1cccc(Cl)c1 (centres undefined)
-5.4	Fc1cc(Br)ccc1Nc1nc2ccccc2n2nnnc12
-2.6	CCOC(=O)n1c(SCC(=O)N(CC)CC)nc2ccccc21
0.1	CCCCn1c(=O)c2c(nc3n2CC(C)CN3c2ccccc2)n(C)c1=O (centres undefined)
-2.6	NS(=O)(=O)C1CCCN(C(=O)c2cc3c(F)cccc3s2)C1 (centres undefined)
-1.4	CCc1ccccc1OCC(=O)Nc1cnccc1C
-4.9	Cc1ccc(N2CCCN(C(=O)c3cncnc3C)CC2)nn1
-32.5	Cc1ccc2c(c1)N(CC(=O)N(C)Cc1ncc[nH]1)C(=O)CO2
-1.5	CN(CCc1cnn(C)c1)C(=O)CC1C(=O)NCCN1Cc1ccc(-c2ccccc2)cc1 (centres undefined)
0.5	COc1cc(N)c(Cl)cc1C(=O)N1CCN(Cc2ccc3c(c2)OCO3)CC1
-0.4	CCCCNC(=S)N1CCn2cccc2C1c1ccncc1 (centres undefined)
-9.9	CCn1nc(C)c(C2NC(=O)CN2Cc2ccccc2)c1C (centres undefined)
-32.1&-4.6	O=C(COc1cc(Cl)cc(Cl)c1)NC1CCOC1 (centres undefined)
-3.8	CC(=O)N1CCN(C(=O)C(C)N2CCN(CC(C)O)C(C)C2)CC1 (centres undefined)
-6.1	O=C(C1CCN(S(=O)(=O)c2ccccc2C(F)(F)F)CC1)N1CCCC1c1ccccc1 (centres undefined)
0.9	C#CCN(Cc1ccco1)C(=O)C1CC(=O)N(c2ccccc2OC)C1 (centres undefined)
-6.5	N#CCNC(=O)C1CCN(C(=O)C(c2ccccc2)n2cccc2)CC1 (centres undefined)
-4.5&-4.4	FC(F)Cn1ccc(Nc2ncc(Br)cn2)n1
-13.2	COc1c(F)ccc(-c2n[nH]c(Cc3ccccc3)n2)c1F

Additional records.
mcGAS RapidFire	Structure
-3.4	CCc1nc(CSC2CCN(C3CC3)C2=O)cs1 (centres undefined)
-8.7&-0.9	O=C(Nc1ccccc1OC1CCOC1)N1CC2CCCCC2C1 (centres undefined)
-20.2	Cc1cccn2c(=O)c(C=C3SC(=S)N(C(C)C)C3=O)c(NCc3ccco3)nc12
-7.5	CC(C)Cn1cncc1CNC1CCN(c2ccc3c(c2)OCO3)CC1
-10.1	CCC(C)NC(=O)c1cc2c(=O)n3cccc(C)c3nc2s1 (centres undefined)
-14.6	Cc1ccc(-c2nc(NCCc3cccnc3)ncc2-c2ccc(N)nc2)cc1
-16.9	CC1(C)CC(N2CCCCC2)=CC(=[N+]2CCCCC2)C1

Some of the compounds tested, so the mix of outcomes need not match the whole.
